TSHR antag = antagonists of human thyroid stimulating hormone receptor; actives 0.2% (n = 330,000); activity change, negative = inhibition, % at 11.5 µM; TSHR-expressing cells, TSH-stimulated cAMP HTRF, 2 h; active compounds read low; AID 504810;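 active means activity change below a set negative limit, meaning inhibition stronger than a set level, cut at about -70% in these data; inconclusive means activity change between two set negative limits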; further: on the % scale 0 is the no-effect control and ±100 the full control effect
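Inhibition of cAMP made by TSHR-expressing cells under TSH stimulation (4nM final, EC80; 2 h, 37 deg C) is quantified with a one-step lysis HTRF kit, anti-cAMP cryptate versus cAMP-d2.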
Chronic BCR inh = blocks chronic active B-cell receptor signaling | ABC-DLBCL IkBa-CBG/CBR reporter, luminescence ratio, 4 h | actives 0.05% (n = 340,000) | Potency, µM (top dose mostly 46.1 µM), for inactives: top-dose ratio change, negative = lower green/red ratio, usual class: inhibitors | AID 493014; active means well fitted inhibition curve with a large enough effect in the signal ratio, with a control signal flat, not every such curve was filed as active; inconclusive means small, poorly fitted or top-dose-only effect, or effect the other way, or a change in a side signal; the % refers to the signal ratio;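 further: potency means the concentration at half of the fitted maximal effect; plate controls were basal doxycycline-induced cells for no effect and cells given 10 µM MG132 for full effect; MG132 reads +100%, hits lower the ratio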
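TMD8 ABC-DLBCL cells carrying doxycycline-inducible green luciferase fused to IkappaBalpha plus unfused red luciferase were exposed to compounds (up to 46 uM) for 4 hrs at 37C. Activity came from the overlap-corrected green/red luminescence ratio.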
AT treatment = candidate therapy for ataxia-telangiectasia; Potency, µM (top dose mostly 57.5 µM), for inactives: at the top dose activation, usual class: activators; […] A-T fibroblasts, KAP-1 phosphorylation AlphaLISA; neocarzinostatin DNA damage 30 min before lysis; actives 0.19% (n = 320,000); AID 485349; further: potency means the concentration at half of the fitted maximal effect; % of control where 0% means no effect; nearly all actives have a fitted effect of over 45% in size
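ATM-like activity read as KAP-1 phosphorylation via AlphaLISA donor/acceptor antibody pairs after lysis and 6 hr at 25C. Cells were ATM-null patient fibroblasts ([…], hTERT), dosed 60 min, then exposed to the DSB inducer NCS for 30 min.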
Mito fusion yeast = inhibitors of mitochondrial division or activators of mitochondrial fusion. S. cerevisiae fusion-defective mutant growth rescue, CellTiterGlo 48 h. Potency, µM (doses to about 46.1 µM), without a hit: at the top dose growth rescue (activation), hits mostly activators. actives 0.23% (n = 320,000). AID 485298;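 further: potency means the concentration at half of the fitted maximal effect; % of control where 0% means no effect; nearly all actives have a fitted effect of over 45% in size; temperature-sensitive fusion mutants such as fzo1-1 at 37 °C on non-fermentable ethanol glycerol medium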
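Growth-rescue viability read-out: after 48 h at the non-permissive 37C in glycerol/ethanol YPEG, yeast mitochondrial fusion mutants are measured by CellTiterGlo luminescence; compounds (23 nl pinned per well) restoring growth score as division inhibitors or fusion activators.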
Integrin act MD = activates integrin-mediated alleviation for muscular dystrophy. Potency, µM (series often up to 38.3 µM), inactives show top-dose activation, usual class: activators. AID 624291. alpha7betagal myoblasts, beta-gal FDG fluorescence, 48 h. actives 0.064% (n = 350,000);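 further: potency means the concentration at half of the fitted maximal effect; 100% = response of the positive control SU9516; nearly all actives have a fitted effect of over 60% in size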
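alpha7betagal+/- myoblasts (passage 13, 250/well) treated 48 h at 37C with compounds at 1:260 dilution of DMSO stock. Lysed, then beta-galactosidase activity read as FDG fluorescence (ex 480/em 540) after 30 min, with pre-read for autofluorescence.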
ELG1 repair inh = ELG1-dependent DNA repair inhibition; HEK293T ELG1-luciferase reporter, luminescence, 16 h; DNA damage induced by 5-fluorouridine; Potency, µM (doses to about 46.1 µM), for inactives: at the top dose activity change, negative = inhibition, actives largely listed as inhibitors; actives 2.3% (n = 330,000); AID 504467; further: potency means the concentration at half of the fitted maximal effect; on the % scale 0 is the no-effect control and ±100 the full control effect; nearly all actives have a fitted effect of over 55% in size
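Reporter activity after DNA damage by 5-fluorouridine is monitored. Compound-treated cells incubate 16 hr at 37 °C, then ONE-Glo is added for 30 min before luminescence reading.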
Tb PFK block = inhibitors of T. brucei phosphofructokinase. Potency, µM (highest dose often 57.5 µM), without a hit: at the highest dose activity, negative = inhibition, usual class: inhibitors. actives 0.17% (n = 330,000). T. brucei PFK, ADP-Glo luminescence;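 further: potency means the concentration at half of the fitted maximal effect; 0% = uninhibited 1x PFK enzyme wells and -100% = no-enzyme wells; nearly all actives have a fitted effect of over 60% in size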
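1.25 nM PFK with 0.5 mM F6P and 0.1 mM ATP in 0.1 M TEA pH 8.0, 5 mM MgCl2, incubated 45 min at room temperature; ADP measured by ADP-Glo luminescence; compounds titrated up to 57 uM.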
TSG101-PTAP inh = blocks PTAP/TSG101 interaction to inhibit HIV-1 budding | Q99816 | Fluorescence polarization, FITC-PTAP peptide / Tsg101 binding | Potency, µM (highest dose often 115 µM), inactives show at the highest dose activity change, negative = inhibition, actives largely listed as inhibitors | 340,000 tested, under 10 active; active means well fitted inhibition curve with a large enough effect in the main read-out, with a control signal flat, not every such curve was filed as active; inconclusive means small, poorly fitted or top-dose-only effect, or effect the other way, or a change in a side signal; inactive means no such curve, though single readings can be large or run the other way; further: potency means the concentration at half of the fitted maximal effect; % of control where 0% means no effect
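Fluorescence polarization binding of Tsg101 binding domain (10 uM final) to FITC-labeled PTAP peptide (50 nM final) in HEPES pH 7.5 buffer with NaCl, Tween 20, EDTA, TCEP. Compounds added before peptide; binding 20 min at RT.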
ASM inhibitor = blocks human secretory acid sphingomyelinase; P17405; placental ASM, HMU-PC fluorogenic substrate, 60 min; Potency, µM (highest dose often 57.5 µM), without a hit: at the highest dose activity change, negative = inhibition, actives largely listed as inhibitors; actives 0.006% (n = 340,000); further: potency means the concentration at half of the fitted maximal effect
Target sequence (P17405 47-631 limits assumed): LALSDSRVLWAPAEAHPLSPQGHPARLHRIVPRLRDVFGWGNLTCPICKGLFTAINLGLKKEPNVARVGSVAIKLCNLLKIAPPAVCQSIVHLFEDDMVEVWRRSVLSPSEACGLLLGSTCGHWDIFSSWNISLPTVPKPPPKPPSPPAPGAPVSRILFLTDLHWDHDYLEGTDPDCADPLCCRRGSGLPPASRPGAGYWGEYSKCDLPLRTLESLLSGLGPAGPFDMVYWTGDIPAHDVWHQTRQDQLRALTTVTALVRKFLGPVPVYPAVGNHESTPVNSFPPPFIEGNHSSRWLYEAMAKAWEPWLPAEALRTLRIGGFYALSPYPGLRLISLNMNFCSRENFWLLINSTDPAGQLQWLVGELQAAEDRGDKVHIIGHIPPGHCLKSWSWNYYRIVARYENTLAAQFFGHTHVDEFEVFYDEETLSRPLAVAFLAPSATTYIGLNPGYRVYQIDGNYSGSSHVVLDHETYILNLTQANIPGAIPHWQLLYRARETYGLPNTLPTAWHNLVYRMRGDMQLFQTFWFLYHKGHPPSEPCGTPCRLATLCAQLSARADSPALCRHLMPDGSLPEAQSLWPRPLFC
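Human placenta-derived ASM enzyme was preincubated with compound for 10 minutes at room temperature, then given fluorogenic substrate HMU-PC0 (9 uM final) for 60 minutes at 37 °C; a pH 10 stop preceded fluorescence reading at Ex 386/Em 447 nm.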
Eya2 phos inh = blocks the phosphatase activity of human Eya2 | O00167 | recombinant Eya2, OMFP fluorescence dephosphorylation (OMFP is methylfluorescein phosphate) | Potency, µM (highest dose often 76.9 µM), for the others: top-dose activity, negative = inhibition, hits mostly inhibitors | actives 0.006% (n = 330,000) | AID 488837; further: potency means the concentration at half of the fitted maximal effect; on the % scale 0 is the no-effect control and ±100 the full control effect
Target sequence (O00167 whole entry, looked up): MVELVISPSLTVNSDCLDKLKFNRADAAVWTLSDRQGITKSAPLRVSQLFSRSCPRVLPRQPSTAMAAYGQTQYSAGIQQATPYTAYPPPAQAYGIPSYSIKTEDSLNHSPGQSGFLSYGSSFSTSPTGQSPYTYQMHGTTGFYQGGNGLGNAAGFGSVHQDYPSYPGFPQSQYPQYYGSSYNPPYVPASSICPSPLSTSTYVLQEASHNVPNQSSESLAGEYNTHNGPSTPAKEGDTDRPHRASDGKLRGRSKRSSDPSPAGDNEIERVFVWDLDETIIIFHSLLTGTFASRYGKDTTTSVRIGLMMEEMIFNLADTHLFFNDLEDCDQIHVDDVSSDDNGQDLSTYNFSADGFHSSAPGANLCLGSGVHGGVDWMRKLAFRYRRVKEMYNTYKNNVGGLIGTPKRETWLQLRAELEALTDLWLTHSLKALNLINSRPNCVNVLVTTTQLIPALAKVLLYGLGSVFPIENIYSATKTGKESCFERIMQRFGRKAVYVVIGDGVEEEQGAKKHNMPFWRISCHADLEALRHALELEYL
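Eya2 protein (added as 0.2 uM solution) was preincubated with compound for 10 min at ambient temperature in 50 mM HEPES pH 7.5, 50 mM NaCl, 5 uM MgCl2, 0.05% BSA, 1 mM DTT. OMFP (added at 50 uM) then reacted 10 min; fluorescence read at 485/525 nm.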
TCR activator = T cell receptor activation; primary human leukocytes, anti-CD3, IL-2 HTRF, 48 h; Potency, µM (series often up to 9.22 µM), without a hit: top-dose activation of IL-2 secretion, most hits filed as activators; 330,000 tested, under 10 active; further: % of control where 0% means no effect
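Readout: HTRF IL-2, Eu-cryptate/d2 antibody pair, 320nm excitation, 665nm emission. Stimulus: a-CD3 beads, no co-stimulation. Cells: primary human leukocytes. Exposure: 48 hr with compound.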
* marks the source's active call; other numbers are inactive results; u = inconclusive; x = no result given; [ ] = remark or other dose. Unless noted, the call rests on the fitted dose curve; in most records, active means well fitted curve in the direction sought with a large enough effect; inconclusive means small, poorly fitted or top-dose-only effect, or another doubt; inactive means no such curve, though single readings can be large; an effect the other way counts as inactive or inconclusive.

Second line of a record – TSHR antag	Chronic BCR inh	AT treatment	Mito fusion yeast	Integrin act MD	ELG1 repair inh	Tb PFK block	TSG101-PTAP inh	ASM inhibitor	Eya2 phos inh	TCR activator
#1 Cc1ccc(C(=O)CN(CCCC(N)=O)C(=O)c2ccncc2)cc1
 : -9	0%	4%	0%	22%	17%	-3%	5%	2%	-22%	4%
#2 COc1ccc(CCNC(=O)c2c(Cl)ccc(Cl)c2OC)cc1OC
 : 5	u	-12%	0%	10%	-13%	1%	-4%	-3%	-5%	-3%
#3 Nn1c(-c2ccccc2)cc(-c2ccccc2)cc1=O
 : 42	-2%	27%	10%	4%	u	-18%	-6%	-7%	8%	5%
#4 Cc1cc(Nc2cccc(Cl)c2)n2ncnc2n1
 : -5	u	12%	u	0%	u	-2%	2%	-2%	1%	3%
#5 O=C(CSc1ccc(-c2ccccn2)nn1)N1CCCC1
 : -6	-6%	6%	11%	-20%	5%	-6%	-3%	-1%	-1%	7%
#6 NC1=NC(=O)C(Cc2cccc(Cl)c2)S1 (configuration not stated)
 : 1	2%	2%	-2%	-14%	21%	0%	-1%	6%	3%	-8%[46.1 µM]
#7 COC(=O)C1=Cc2cc(OC)cc([N+](=O)[O-])c2OC1N1CCOCC1 (configuration not stated)
 : 3	8%	0%	-4%	0%	12%	-2%	-1%	-3%	7%	-4%
#8 O=Cc1cccc(Oc2ccc([N+](=O)[O-])cc2[N+](=O)[O-])c1
 : -2	u	-17%	1%	-17%	-6%	-1%	0%	1%	15%	1%
#9 CCOC(CC(=O)NNC(=O)c1c(-c2c(Cl)cccc2Cl)noc1C)OCC
 : 5	0%	6%	-4%	u	7%	-21%	-2%	1%	-5%	-1%
#10 Cc1cccc(CSc2nnc(NC(=O)CSc3nnc(C)s3)s2)c1
 : -10	1%	2%	4%	-11%	15%	0%	0%	-3%	4%	1%
#11 NC(=S)NNC(=O)c1cccc(Br)c1
 : 12	1%	-5%	-6%	x	13%	0%	x	x	u	x
#12 c1ccc(Nc2scc(-c3ccccc3)[n+]2Cc2ccco2)cc1
 : -8	u	-18%	7%	-15%	u	-29%	-7%	-1%	5%	4%
#13 COc1ccc(NC(=O)Oc2ccccc2)cc1Cl
 : -4	-2%	0%	-1%	6%	4%	0%	0%	0%	-2%	1%
#14 COc1cccc(-c2csc(NC(=O)Oc3ccccc3)n2)c1
 : 14	3%	-1%	-7%	29%	u	-5%	0%	0%	-3%	-6%
#15 CCn1c(=O)cc(OCC(=O)Nc2ccccc2C#N)c2ccccc21
 : -5	-2%	8%	7%	-13%	29%	-4%	1%	-1%	6%	-5%
#16 CC1CC(C(F)(F)F)n2nc(C(=O)O)cc2N1 (configuration not stated)
 : 11	-7%	0%	0%	2%	17%	-24%	-2%	0%	-11%	1%
#17 COc1cc(C2c3[nH]c4ccccc4c3C[C@H]3C(=O)N(C4CC4)CC(=O)N23)ccc1OC(C)C (some centres not stated)
 : -2	-2%	0%	-3%	3%	u	-4%	-1%	-3%	0%	8%
#18 COc1ccc(/C=C2\SC(=S)N(CCC(=O)Nc3cccc(O)c3)C2=O)cc1OC
 : -13	u	12%	-8%	-6%	2%	-24%	-1%	-11%	10%	2%
#19 CCCCc1ccc(NC(=O)C(=O)NCCN2CCN(C(=O)c3ccc([N+](=O)[O-])cc3)CC2)cc1
 : -33	0%	24%	-2%	1%	5%	1%	-1%	-1%	-8%	5%
#20 Cc1[nH]n(-c2ccccc2)c(=O)c1N=Nc1ccccc1
 : -4	-1%	-13%	1%	13%	u	0%	-2%	-8%	5%	1%
#21 Cc1nnc(-c2cccc(Br)c2)c2cn(-c3ccc(Br)cc3)nc12
 : 16	7%	-7%	1%	0%	u	1%	-4%	-3%	-8%	9%
#22 COc1ccc(C2(C(=O)NCCCN3CCOCC3)CCOCC2)cc1
 : -3	3%	8%	2%	11%[7.66 µM]	3%	-1%	-5%	5%	-1%	0%
#23 COc1ccc(C2CC(c3ccccc3)=NN2C(=O)COC(=O)c2cccc(N)c2)cc1 (configuration not stated)
 : x	u	13%	x	14%	u	1%	-7%	-9%	-30%	1%
#24 COCCNC(=O)COc1ccc(N(C)S(=O)(=O)c2ccc3ccccc3c2)cc1
 : -4	1%	-9%	3%	-2%	12%	2%	-7%	-1%	6%	-3%
#25 NC(=O)c1cccc(S(=O)(=O)N2CCCCC2)c1
 : 0	u	-5%	-2%	-14%[7.66 µM]	-1%	17%	-7%	-2%	17%	3%
#26 Cc1c(C(=O)NC(C)C)oc2c1-c1[nH]ncc1CC2
 : 3	0%	4%	5%	u	-10%	0%	-3%	3%	-14%	1%
#27 COCCn1nnnc1C(CC(C)C)N1CCN(c2nc3ccccc3s2)CC1 (configuration not stated)
 : -11	3%	1%	26%	6%	3%	0%	1%	-1%	-17%	-6%
#28 Clc1ccccc1COc1ccccc1-c1nnco1
 : 0	1%	7%	3%	10%	-5%	4%	0%	-1%	4%	-3%
#29 COc1ccccc1CNC(=O)C1CCC1
 : 3	3%	13%	0%	18%	18%	0%	0%	0%	-2%	-4%[46.1 µM]
#30 CS(=O)(=O)c1ccc(C(=O)Nc2cccc(-c3nc4ccccc4[nH]3)c2)cc1
 : -6	u	0%	0%	-1%	-18%	-3%	0%	-22%	-11%	-8%
#31 Cc1cccc(NC(=O)CCCSc2nc3ccccc3[nH]2)c1
 : 5	-1%	-7%	-12%	6%	u	4%	0%	0%	-5%	-3%[46.1 µM]
#32 COc1cccc(OC)c1C(=O)NCC12CC3CC(C1)CC(CNC(=O)c1c(OC)cccc1OC)(C3)C2
 : -12	6%	7%	2%	3%	-11%	2%	-7%	-1%	2%	5%
#33 CCCNC(=S)N1CCCC(c2nc3ccccc3[nH]2)C1 (configuration not stated)
 : -1	4%	-10%	-7%	-17%	-3%	-10%	2%	0%	2%	0%
#34 CC1(C)C2CCC1(CS(=O)(=O)NCCc1c[nH]c3ccccc13)C(=O)C2 (configuration not stated)
 : 2	-10%	-3%	5%	-21%	10%	-2%	-5%	0%	4%	0%
#35 CN1CCN(CCCNC(=O)c2cc3c(=O)n(C)c4ccccc4c3s2)CC1
 : 1	u	4%	-1%	-60%[inhibitor]	u	-1%	-6%	15%	8%	-2%
#36 CCOc1ccc(-c2nc(S(=O)(=O)c3ccccc3)c(N3CCOCC3)o2)cc1
 : -5	-1%	6%	10%	4%	1%	4%	-6%	-1%	0%	7%
#37 Cc1ccc(CNC(=O)C(=O)NCC2OCCN2S(=O)(=O)c2cccs2)cc1 (configuration not stated)
 : 4	3%	8%	4%	-4%	-5%	-4%	-2%	0%	-2%	-14%
#38 CCc1nnc(NC(=O)Cc2ccc(Br)cc2)s1
 : 6	u	5%	5%	1%	-9%	0%	-11%	3%	2%	2%
#39 Cc1[nH]c(C)c2c(=O)n(Cc3ccc(Cl)cc3)ncc12
 : 3	-3%	-4%	12%	-4%	u	-3%	-2%	-3%	-9%	-1%
#40 CCc1ccccc1OCC(=O)NC1CCCC1
 : -18	4%	2%	6%	5%	18%	0%	0%	4%	5%	0%
#41 CCOC(=O)C1CCN(C(=O)CCc2c(C)nc3ncnn3c2C)CC1
 : 4	17%	4%	0%	-3%	0%	-3%	-7%	7%	-6%	x
#42 CC(=O)Nc1ccc(S(=O)(=O)N(C)CC(=O)NC2CCCCCCC2)cc1
 : -16	2%	13%	x	17%	-14%	18%	0%	4%	-2%	5%
#43 CCOc1ccc(C2NC(=O)c3ccccc3O2)cc1OCC (configuration not stated)
 : 2	1%	1%	-1%	22%	2%	-5%	-2%	5%	-6%	0%
#44 COc1ccc(CNC(=O)CCNS(=O)(=O)c2ccc(Cl)cc2)cc1
 : 2	-1%	1%	12%	35%	0%	-14%	-2%	4%	-15%	-7%
#45 CCC1CCCCN1Cc1nc2c(c(=O)n(C)c(=O)n2C)n1Cc1cccc2ccccc12 (configuration not stated)
 : -13	-1%	6%	3%	-7%	-19%	-6%	-1%	6%	-13%	-4%

Source: PubChem (National Center for Advancing Translational Sciences (NCATS))
